Screening data deposited in PubChem by several laboratories.
HCV core dimer = blocks dimerization of HCV core protein; actives 0.33% (n = 300,000); TR-FRET GST/Flag-core106 dimerization, 1536-well; inhibition, % at 5 µM; AID 1899;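 active = inhibition above the mean of all tested compounds plus 3 SD, set per screening campaign, cut at about 45% in these data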
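Assay system: tagged HCV core106 pair (GST and Flag); medium: KF-containing HEPES buffer, pH 7.45, DTT, CHAPS, BSA; also added: Eu donor and XL665 acceptor anti-tag antibodies; dosing: 5 µM single dose; timing: compound-protein-antibody incubation 4 h at 22.5 °C; signal: TR-FRET 671 and 617 nm emission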
PP1 counter = blocks human PP1-alpha phosphatase, a PP5 counter-screen | purified PP1alpha, OMFP fluorescence | actives 0.9% (n = 320,000) | inhibition, % at 6.7 µM | AID 2235;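 active = inhibition above the mean inhibition of all tested compounds plus 3 SD, computed separately for each screening campaign, cut at about 15% in these data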
Target sequence (P62136 whole entry, looked up): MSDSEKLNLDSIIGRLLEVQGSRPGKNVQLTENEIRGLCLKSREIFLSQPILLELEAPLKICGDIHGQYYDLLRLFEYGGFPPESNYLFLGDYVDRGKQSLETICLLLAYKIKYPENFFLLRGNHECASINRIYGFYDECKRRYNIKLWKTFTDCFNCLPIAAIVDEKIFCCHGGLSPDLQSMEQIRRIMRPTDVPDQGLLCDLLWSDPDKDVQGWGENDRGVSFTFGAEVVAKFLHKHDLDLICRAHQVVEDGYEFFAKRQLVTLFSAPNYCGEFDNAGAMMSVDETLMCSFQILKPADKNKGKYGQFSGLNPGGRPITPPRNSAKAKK
EBNA-1 inhibitor = blocks EBNA-1 binding to DNA. EBNA-1 DNA binding, fluorescence polarization. inhibition, % at 14.8 µM. actives 0.34% (n = 300,000); in the data active = inhibition above about 28%
CTSL1 counter = cathepsin L1 inhibition, PFM18AAP counter-screen; recombinant F. hepatica cathepsin L1, Z-Leu-Arg-MCA fluorescence; inhibition, % at 5.96 µM; actives 0.49% (n = 300,000);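 active = inhibition above the mean of all tested compounds plus 3 SD, set per screening campaign, cut at about 17% in these data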;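 also: 0% = plate median of test compound wells and 100% = 1 µM Z-Phe-Ala-diazomethylketone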
ZTA counter = blocks Epstein-Barr virus ZTA, an EBNA-1 counter-screen. ZTA-DNA binding, fluorescence polarization. inhibition, % at 11 µM. actives 0.15% (n = 320,000); in the data active = inhibition above about 33%
CR mimetic SO = caloric restriction mimetics inhibiting age-related superoxide in yeast. actives 0.18% (n = 330,000). S. cerevisiae aged cells, superoxide DHE fluorescence; active compounds read low. superoxide response (% of plate mean), % at 10 µM;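 active = superoxide response under a set limit, about three screen SD below normal, cut at about 65% in these data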;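 also: yeast aged for seven days with compound at 30 °C before DHE staining; 100% = average MFI of all compound-treated wells on the plate with controls excluded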
GASC-1 inh = human JMJD2C demethylase inhibition | inhibition, % at 2.35 µM | Q9H3R0 | AID 2099 | actives 0.069% (n = 330,000) | GST-JMJD2C(1-420) H3K9me3 demethylation, DELFIA europium;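 active = more than half of a compound's replicate wells show inhibition beyond 50%, single wells judged on their own value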;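 also: signal counts dimethyl H3K9 product captured on neutravidin plate; 0% = median of DMSO wells and 100% = 0.3 times that DMSO median; strong numbers were not always called active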
TPT1 inh = blocks Candida albicans tRNA 2'-phosphotransferase | recombinant caTPT1, FP RNA substrate dephosphorylation | inhibition, % at 5 µM | actives 0.81% (n = 300,000) | AID 1962;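 active = inhibition above the mean of all tested compounds plus 3 SD, set per screening campaign, cut at about 24% in these data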;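 also: plate controls were DMSO alone for no effect and ferristatin control at 100 nM for full effect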
PP5 primary = inhibitors of human protein phosphatase 5 (PP5); actives 0.18% (n = 320,000); P53041; inhibition, % at 6.7 µM; purified PP5c, OMFP substrate fluorescence;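 active = inhibition above the campaign's mean inhibition across all tested compounds plus 3 SD, cut at about 9.5% in these data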;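 also: 0% = DMSO only and 100% = 100 µM cantharidin control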
Target sequence (P53041 whole entry, looked up): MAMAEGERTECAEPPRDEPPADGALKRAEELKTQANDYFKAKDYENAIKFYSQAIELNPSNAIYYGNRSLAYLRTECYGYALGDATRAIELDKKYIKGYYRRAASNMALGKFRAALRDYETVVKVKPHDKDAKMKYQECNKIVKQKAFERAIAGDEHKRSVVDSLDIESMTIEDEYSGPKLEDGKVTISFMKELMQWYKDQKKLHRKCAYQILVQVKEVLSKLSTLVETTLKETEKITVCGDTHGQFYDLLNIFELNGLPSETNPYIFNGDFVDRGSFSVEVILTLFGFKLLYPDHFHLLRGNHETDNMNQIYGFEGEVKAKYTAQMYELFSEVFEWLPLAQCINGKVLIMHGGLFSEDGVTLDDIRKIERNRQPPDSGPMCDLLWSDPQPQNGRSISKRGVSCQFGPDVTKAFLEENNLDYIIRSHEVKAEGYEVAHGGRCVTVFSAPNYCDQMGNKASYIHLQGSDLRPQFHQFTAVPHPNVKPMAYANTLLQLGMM
* marks the source's active call; other numbers are inactive results; i = inactive; / = no result given. Not a hit list (roughly 3.1% active in at least one column).

no.	compound	HCV core dimer	PP1 counter	EBNA-1 inhibitor	CTSL1 counter	ZTA counter
1	CC1=Nc2ccccc2N=C(NC(=O)c2ccccc2)C1c1ccc(Cl)cc1 (stereo not drawn)	13	4	-33	-2	-23
2	O=C(CNC(=O)c1ccc(Br)o1)NNC(=O)c1ccc(Cl)cc1	/	-4	/	/	-3
3	Cc1nc(N)nc2c1CCCC2	-8	2	3	1	-6
4	COc1ccc2c(c1)CC(N1CCN(C)CC1)c1cc(OC)ccc1S2 (stereo not drawn)	-5	2	-14	8	-31
5	Cc1ccc(NC(=O)C2CC(=O)N(c3ccc4c(c3)OCCO4)C2)cc1S(=O)(=O)N(C)C (stereo not drawn)	5	-1	0	2	3
6	CC1=C(C(=O)OCC2CCCCC2)C(c2ccc(F)cc2)NC(=O)N1 (stereo not drawn)	-1	2	-10	3	-27
7	COc1ccc(OC)c(CCNC(=O)CSc2ccsc2[N+](=O)[O-])c1	16	-2	1	4	5
8	CCOc1ccccc1N(CC(=O)NCC1CCCO1)C(=O)CCC(=O)Nc1nccs1 (stereo not drawn)	5	-1	-3	2	5
9	CN1CCN(c2cc(=O)n(Cc3ccc(F)cc3)c(=O)[nH]2)CC1	-7	-1	-2	-1	10
10	CC[n+]1ccc(C(=O)NCc2ccccc2)cc1	-1	-4	-15	3	-2
11	CC(C)CC1Nc2ncnc(N3CCN(c4ccccc4)CC3)c2N(Cc2ccc(Cl)cc2)C1=O (stereo not drawn)	9	6	-3	-1	1
12	COc1ccc(C2=Nn3c(nnc3-c3cccnc3)SC2)cc1OC	6	-1	12	4	-1

no.	CR mimetic SO	GASC-1 inh	TPT1 inh	PP5 primary
1	115	-3	5	6.4
2	83	4	/	-0.2
3	105	-3	-3	-1.3
4	84	2	-7	1.8
5	94	43	-3	0.2
6	101	-4	-5	5.5
7	110	14	-2	0.8
8	102	7	-2	1.5
9	83	12	-2	-0.3
10	116	19	1	0.6
11	110	i	3	3.8
12	102	-2	-1	0.1

Additional structures:
no.	compound	HCV core dimer	PP1 counter	EBNA-1 inhibitor	CTSL1 counter	ZTA counter
13	COc1ccc(C)cc1NC(=O)C1CCCN(S(=O)(=O)c2cccc3cccnc23)C1 (stereo not drawn)	1	-6	-9	0	5
14	CCOCCn1c(CN(Cc2ccccc2)Cc2ccccc2)nc2c1c(=O)[nH]c(=O)n2C	5	4	-3	2	-13
15	O=C(N/N=C/c1ccc(OC(=O)c2ccccc2)c([N+](=O)[O-])c1)c1ccc(O)cc1	-4	2	2	3	-4
16	CN(C(=O)COC(=O)CNC(=O)C12CC3CC(CC(C3)C1)C2)C1CCS(=O)(=O)C1 (stereo not drawn)	0	-1	2	-8	0
17	COCCOC(=O)c1cc(C(=O)c2cc(Cl)ccc2O)coc1=N	13	0	-1	3	0
18	COC(=O)c1ccc(COc2ncnc3sccc23)cc1	9	2	1	2	13
19	COc1cccc(-c2nc(CCl)cs2)c1	3	-2	11	4	12
20	Cc1oc(C(C)(C)C)c(CN2CCCC2)c1C(=O)O	0	0	-1	-4	7
21	CC(C)(c1ccc(O)cc1)c1ccc(O)cc1	5	-1	-5	9	-1
22	O=C(c1ccccc1)N1CCCCC(S(=O)(=O)c2ccccc2)C1=O (stereo not drawn)	-4	-2	-1	0	-15
23	COc1ccc(Br)cc1CN1CCC(N2CCCC2)CC1	4	-1	6	3	5
24	O=C(COc1ccccc1)Nc1ccc(N2CCN(C(=O)c3ccco3)CC2)cc1	-3	0	2	-1	8

no.	CR mimetic SO	GASC-1 inh	TPT1 inh	PP5 primary
13	106	9	3	1.3
14	103	-8	-4	2.4
15	87	43	-1	0.3
16	93	-4	-2	0.0
17	103	-6	1	2.8
18	121	-13	-1	0.9
19	102	8	0	0.7
20	103	3	4	-0.6
21	99	-33	-1	2.1
22	94	0	1	0.7
23	96	-1	1	0.4
24	104	14	5	0.5

Other records:
no.	compound	HCV core dimer	PP1 counter	EBNA-1 inhibitor	CTSL1 counter	ZTA counter
25	CCCCCC(=O)N/N=C/c1ccc(N(C)C)cc1	-3	-5	4	3	14
26	COCCN1C(=O)c2ccc(C(=O)O)cc2C1=O	-18	-1	-3	4	14
27	Nc1cc(C(=O)OCC(=O)c2ccc(CC(=O)N3CCOCC3)s2)ccc1Cl	/	8	/	/	-16
28	CC1(C)CC(=O)C2=C(C1)NC1=C(C(=O)c3ccccc31)C2c1ccc(O)cc1 (stereo not drawn)	-42	3	-5	2	2
29	CC(=O)N1CSCC1C(=O)N1CCN(c2ccc(N3CCOCC3)nn2)CC1 (stereo not drawn)	-3	-2	-3	-5	1
30	CCCCn1c(SCC2CCCCO2)nc2cc(S(N)(=O)=O)ccc21 (stereo not drawn)	5	-3	-7	2	2
31	CC1CCN(CCC(=O)NN)CC1	3	0	-7	-3	15
32	Cc1nn(C)c(Cl)c1C(=O)NC(C(=O)O)c1ccccc1 (stereo not drawn)	-8	-3	4	2	1
33	CCC(=O)c1ccc(OCC(=O)OCC(=O)N2CCCc3ccccc32)cc1	3	-5	1	-4	27
34	Cc1nn(CC(=O)NC2(C#N)CCCCC2)c(C)c1[N+](=O)[O-]	/	1	/	/	-2
35	COc1ccccc1CNC(=O)CC12CC3CC(CC(Br)(C3)C1)C2	-1	-1	-6	-7	-1
36	CCCSc1nnc(NC(=O)CSc2nc3[nH]c(=O)cc(O)c3s2)s1	/	2	/	/	15

no.	CR mimetic SO	GASC-1 inh	TPT1 inh	PP5 primary
25	95	-8	-2	0.0
26	108	-10	2	-0.1
27	123	9	/	2.5
28	92	-4	0	2.9
29	114	0	0	-0.7
30	115	-18	4	0.6
31	102	-5	-1	2.3
32	108	-2	1	0.9
33	107	0	2	-0.9
34	79	2	/	0.4
35	110	16	-3	-4.0
36	85	7	/	-1.3

(listing goes on)
no.	compound	HCV core dimer	PP1 counter	EBNA-1 inhibitor	CTSL1 counter	ZTA counter
37	CCOc1ccc(N2C(=O)Nc3ccc(Br)cc3C2(O)C(=O)NCCCN(C)C)cc1 (stereo not drawn)	5	-3	-3	4	7
38	COc1ccc(C2=NS(=O)(=O)N(C)C(C(=O)N3CCCCC3)=C2)cc1	5	-2	10	1	17
39	COCCNC(=O)c1cc2sccc2n1C	-1	-4	7	1	-3
40	COc1ccc(OCC(=O)NNC(=O)c2cccc(S(=O)(=O)N(C)C)c2)cc1	1	-3	-1	-5	8
41	N#CC1(NC(=O)CSc2nncn2-c2ccccc2F)CCCC1	/	-2	/	/	-15
42	CC1(C)CC(=O)C(C(=O)CCCCC(=O)C2C(=O)CC(C)(C)CC2=O)C(=O)C1	-1	0	6	-2	-4
43	Cc1ccc(C)c(S(=O)(=O)N2CCN(C(=O)Cc3c(F)cccc3Cl)CC2)c1	1	0	-7	1	2
44	O=C(COC(=O)c1ccc(F)cc1)Nc1cc(S(=O)(=O)N2CCOCC2)ccc1N1CCCC1	-1	3	-5	-3	9
45	O=C(O)C(Cc1ccccc1)N1C(=O)/C(=C/c2cccc3ccccc23)SC1=S (stereo not drawn)	15	20*	8	3	19
46	COC1=CC(=O)CC(C)C12Oc1cc(OC)cc(OC)c1C2=O (stereo not drawn)	1	-2	9	4	-9
47	O=C(CCn1[nH]c(=O)c2ccccc2c1=O)N1CCOCC1	-6	-7	-29	-1	12
48	CN1CCN(c2ccc(-c3cccc(NC(=O)COc4ccc(Cl)cc4Cl)c3)nn2)CC1	-1	11	28*	-2	18

no.	CR mimetic SO	GASC-1 inh	TPT1 inh	PP5 primary
37	110	1	-1	-0.9
38	86	4	-3	-0.3
39	110	-13	0	-5.4
40	87	2	2	0.0
41	99	16	/	2.2
42	107	19	4	1.9
43	109	-20	-4	3.0
44	106	-9	0	-1.1
45	110	2	-2	2.7
46	75	-9	-4	-0.8
47	98	-3	8	1.0
48	87	7	3	0.5

Further results.
no.	compound	HCV core dimer	PP1 counter	EBNA-1 inhibitor	CTSL1 counter	ZTA counter
49	COCCCN(C(=O)Nc1ccccc1)C(C)c1ccncc1 (stereo not drawn)	-2	-3	4	10	16
50	Cc1n[nH]c(=O)c2ccccc12	-2	-2	6	-2	-11
51	O=c1oc(-c2cccs2)nc2ccc(Br)cc12	0	-1	1	1	1
52	O=C(CNS(=O)(=O)c1ccc(Cl)cc1)N/N=C/c1ccco1	-2	-3	-3	-4	-6
53	CC1=CC(=C(C#N)c2nc3ccccc3s2)C=C(C)N1c1ccc(F)cc1	17	-1	-1	3	15

no.	CR mimetic SO	GASC-1 inh	TPT1 inh	PP5 primary
49	99	18	0	-1.7
50	104	7	-1	-3.9
51	114	1	-3	2.5
52	111	-9	-4	2.3
53	126	6	7	-0.6
